LANA DNA inh: inhibitors of KSHV C-LANA binding to DNA, primary screen, biochemical, fluorescence polarization, FAM-LBS DNA, MBP-C-LANA, single point; Kaposi's sarcoma herpesvirus LANA C-terminal domain (residues 932-1162) DNA binding; hit rate 0.078% among 340,000; AID 504423, 2011; inhibition, % at 9 µM;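 active = highest replicate inhibition at or above 60% at 9 µM, even if other replicates fall short; inactive = all replicates below 60% inhibition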;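 also: 0% = neutral control wells and 100% = 4 µM acridine orange control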
Cardiac RTF inh: cardiac RTF calcium sensitivity inhibitors, primary screen, biochemical, IANBD-TnC fluorescence, EC70 calcium | Troponin I, cardiac muscle (Homo sapiens) + Troponin T, cardiac muscle (Homo sapiens) + … | IANBD-labeled cardiac RTF, Ca2+ fluorescence | inhibition, % at 7.15 µM | hit rate 0.12% among 340,000;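 active = inhibition above the mean inhibition of all tested compounds plus 3 SD, cut at about 17% in these data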;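 also: assay run at fixed EC70 calcium of 1.6 mM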
Arr AP2 block: inhibitors of beta-arrestin/AP2 binding, primary screen, biochemical, GPCR trafficking, flow cytometry | FITC-arrestin peptide / GST-AP2 beads; AP2 beta2 appendage carries R879A mutation | beta-arrestin 1 C-terminal peptide binding to AP2 beta2-adaptin appendage (human) | hit rate 0.31% among 340,000 | AID 504490, 2011 | inhibition, % at 10 µM;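 active = inhibition above a set limit, near 3 SD of compounds lacking own fluorescence, cut at about 54% in these data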;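 also: plate controls were DMSO wells for no effect and 5 µM unlabelled arrestin peptide for full effect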
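Material – GST-tagged AP2 beta2-adaptin appendage (R879A) on 4 µm glutathione beads · Probe or stimulus – fluorescein-tagged arrestin peptide at 50 nM final · Timing – 12 min plus 1 h, RT · Detection – bead flow cytometry, FITC channel · Read-out basis – inhibition as reduced fluorescein signal on beads, percent · Medium – PBS plus Tween 20 (0.05%) and BSA (0.1%)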
NSD2 inh: NSD2 histone methyltransferase inhibitors, primary screen, biochemical, AlphaScreen, single concentration, set 2; inhibition, % at 12.5 µM; hit rate 0.54% among 310,000; AID 743445, 2014; Histone-lysine N-methyltransferase NSD2 (Homo sapiens), O96028; NSD2 peptide methylation, 120 min; in the data active = inhibition above about 50%
Pemphigus Ab inh: inhibitors of pemphigus antibody binding to DSG3, primary screen, biochemical, bead-based, flow cytometry, scFv-GFP | binding (percent of control), % at 10 µM | Desmoglein-3 (Homo sapiens), P32926 | hit rate 0.48% among 310,000 | DSG3-coupled beads, scFv-anti-DSG3-GFP binding; active compounds read low;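 active = binding more than 3 SD below its plate's average and above zero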;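 also: hits lower antibody fragment binding to DSG3; some compounds called inactive have numbers as strong as hits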
Keap1 Nrf2 FP: Keap1-Nrf2 protein-protein interaction inhibitors, primary screen, biochemical, fluorescence polarization, single point | Kelch-like ECH-associated protein 1 (Homo sapiens), Q14145 | Keap1 Kelch-Nrf2 peptide fluorescence polarization, 1536-well | inhibition, % at 9.4 µM | hit rate 0.15% among 340,000 | AID 504523, 2011; in the data active = inhibition above about 12%;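 also: human Keap1 Kelch domain with fluorescein labeled Nrf2 9mer peptide probe; 0% = neutral control wells and 100% = peptide positive control; higher means more block of Keap1 binding to Nrf2 peptide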
Target sequence (Q14145 whole entry, looked up, the tested form may be a part): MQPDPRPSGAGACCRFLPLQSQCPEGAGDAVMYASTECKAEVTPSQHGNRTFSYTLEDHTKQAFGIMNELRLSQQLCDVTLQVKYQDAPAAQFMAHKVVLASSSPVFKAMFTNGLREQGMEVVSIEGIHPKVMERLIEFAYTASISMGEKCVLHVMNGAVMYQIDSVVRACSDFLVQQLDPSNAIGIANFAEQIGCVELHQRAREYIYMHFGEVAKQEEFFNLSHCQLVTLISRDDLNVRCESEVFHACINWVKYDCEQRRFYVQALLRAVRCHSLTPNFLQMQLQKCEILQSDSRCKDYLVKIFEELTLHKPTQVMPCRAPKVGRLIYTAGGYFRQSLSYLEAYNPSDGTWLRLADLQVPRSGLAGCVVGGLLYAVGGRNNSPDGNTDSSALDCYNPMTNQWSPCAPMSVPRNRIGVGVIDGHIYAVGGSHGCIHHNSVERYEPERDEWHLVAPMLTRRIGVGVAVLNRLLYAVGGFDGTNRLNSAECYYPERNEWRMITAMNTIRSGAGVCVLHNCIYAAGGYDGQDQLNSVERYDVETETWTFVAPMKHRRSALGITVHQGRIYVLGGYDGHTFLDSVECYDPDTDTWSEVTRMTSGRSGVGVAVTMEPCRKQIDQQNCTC
CAL PDZ FP-1: untagged CAL PDZ binding inhibitors, primary screen, biochemical, fluorescence polarization, HTS; Golgi-associated PDZ and coiled-coil motif-containing protein (Homo sapiens), Q9HD26; purified CAL PDZ, TMR-peptide fluorescence polarization, 1 h; inhibition, % at 24.9 µM; hit rate 0.92% among 300,000; AID 602252, 2012;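 active = mean inhibition of at least 30% with at least half of replicates also reaching 30%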;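 also: 0% = DMSO neutral control and 100% = excess unlabeled competitor peptide PRC23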
DAGLB inh: DAGLB lipase inhibitors, primary screen, biochemical, fluorescence, HTS; hit rate 0.059% among 340,000; HEK293T DAGLB membrane lysate, EnzChek fluorogenic substrate; Diacylglycerol lipase-beta (Homo sapiens), Q8NCG7; inhibition, % at 5.17 µM; in the data active = inhibition above about 34%;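 also: 0% = enzyme with vehicle and 100% = wells lacking enzyme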
V-ATPase pH: regulators of yeast V-ATPase proton pumping, primary screen, pHLuorin cytosolic pH fluorescence. S. cerevisiae. hit rate 0.37% among 350,000. response, % at 10 µM. AID 504577, 2011; in the data active = response mostly above about 7.3%, no sharp cut-off; inactive = mostly below about 5.4%; also: actives read high; inactives centre near 0; some compounds called inactive have numbers as strong as hits; reference of the scale not given here
CAL PDZ FP-2: CAL PDZ peptide-binding inhibitors, primary screen, biochemical, fluorescence polarization, Cer-tagged CAL PDZ, HTS. purified CAL PDZ, TMR-peptide fluorescence polarization, 1 h. inhibition, % at 20 µM. hit rate 0.02% among 330,000. AID 504414, 2011;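 active = highest replicate inhibition of at least 40%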;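 also: plate controls were DMSO neutral control wells for no effect and unlabeled competitor peptide control wells for full effect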
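Material: tagged CAL PDZ domain; buffer or medium: 25 mM sodium phosphate pH 7.4, 150 mM NaCl, TCEP, IgG, Thesit; compound dosing: single point, 20 µM; schedule: 1 h incubation at room temperature before polarization reading; measured by: FP readout, S and P plane fluorescence; read-out basis: percent inhibition from loss of millipolarization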
Starred values were filed as active, the others as inactive; / = no result given.

nr	molecule	LANA DNA inh	Cardiac RTF inh	Arr AP2 block	NSD2 inh	Pemphigus Ab inh	Keap1 Nrf2 FP	CAL PDZ FP-1	DAGLB inh	V-ATPase pH	CAL PDZ FP-2
1	COC(=O)c1ccc(Cn2nc(C)c(Br)c2C)cc1	0.2	1.9	7.1	-1.3	104.5	-1.9	-1.5	-2.3	6.8	-0.4
2	Cc1ccc(-c2onc3ccc(Cl)cc23)cc1	0.5	-2.0	1.8	-0.1	98.0	2.9	1.0	-11.1	-2.9	-0.7
3	CCOc1cccc(NC(=O)C(Cc2cccs2)c2nn[nH]n2)c1 (centres undefined)	-0.5	-0.5	1.3	-0.2	99.1	1.2	-2.3	0.4	-0.1	-0.7
4	COc1ccccc1NC(=O)Nc1cccc(C(=O)O)c1	-0.2	-21.8	-9.0	-0.2	97.5	-7.6	0.0	-0.4	1.7	-0.6
5	COc1ccc(-n2nc3c(c2NC(=O)C2CCCC2)CS(=O)C3)cc1 (centres undefined)	0.9	-0.4	-7.0	/	99.6	-1.3	/	-4.4	-1.2	-0.4
6	O=C1/C(=C/c2cccnc2)SC(=S)N1c1ccccc1	1.1	-0.3	16.8	-1.2	98.7	1.0	0.3	-1.7	1.2	-1.8
7	O=C(Nc1cccc(F)c1)Nc1cccc(Cl)c1	4.0	-8.6	5.4	-1.3	90.4	5.7	-4.4	-0.8	-2.6	/
8	COc1ccc(-c2cc(C(=O)N(C)Cc3ccccc3)no2)cc1OC	-1.0	4.2	2.3	2.2	102.0	1.4	/	-0.3	-1.5	-1.1
9	O=C(CCc1nnc2ccc(N3CCCC3)nn12)Nc1ccc(F)cc1F	-0.2	-9.5	23.2	-3.0	111.6	-4.7	-1.1	-0.3	-0.9	-1.9
10	CC(C)(C)C(=O)NC(=S)Nc1ccccc1C(N)=O	1.6	-8.3	-5.4	-4.6	87.4	-1.4	0.3	-1.0	5.0	-2.1
11	O=C(NC(c1ccccc1)c1ccccc1)N1CCN(CCO)CC1	-0.1	7.6	13.2	0.1	/	2.0	-1.5	0.1	-0.5	-2.9
12	CCOC(=O)c1ccc(NC(=O)Nc2ncccc2C)cc1	-0.9	1.4	-0.5	-2.0	96.1	-7.4	/	-1.6	-0.2	-0.1
13	COC(=O)c1cccc(NC(=O)c2cccnc2C(=O)O)c1C	0.8	0.3	14.8	-1.8	107.1	-6.6	0.1	-1.8	1.9	-0.9
14	Cc1cccc(N/C=C(\[N+](=O)[O-])S(=O)(=O)c2ccccc2)c1C	-0.6	-2.2	-7.4	-4.7	92.9	-3.5	-0.9	3.1	5.8	-0.4
15	Fc1ccc(CNCCC(Cc2ccccc2)c2ccco2)cc1 (centres undefined)	-0.1	-5.5	15.0	-0.2	103.5	-1.7	0.0	-4.3	0.3	-2.2
16	C#CCOCCOCCOCCNc1nc(N2CCN(C(=O)[C@H]([C@@H](C)CC)n3cc(CCCCN)nn3)CC2)nc(N2CCN(C(=O)[C@H]([C@@H](C)CC)n3cc(CCCN=C(N)N)nn3)CC2)n1	-2.9	-5.2	-9.1	/	108.6	-4.9	1.5	-1.7	0.3	-0.3
17	CC1(C(=O)Nc2ccc(S(=O)(=O)Nc3ncccn3)cc2)CCCC1	2.5	-1.6	4.8	-2.4	89.8	-2.3	-3.0	1.3	0.9	-1.1
18	COc1ccc(S(=O)(=O)Nc2ccc(N(C)C(C)=O)cc2)cc1	-1.1	-6.9	4.4	0.9	102.4	-2.9	-4.1	0.8	-4.2	-1.9
19	O=C(Nc1nccs1)c1cc(-c2ccncc2)nc2ccccc12	-2.1	-2.8	5.2	9.8	108.2	1.1	-0.9	1.7	-0.9	-0.4
20	COc1ccc(CN2CCN(CCCc3ccccc3)C(CCO)C2)c(O)c1 (centres undefined)	0.1	-10.3	7.8	1.2	94.7	-7.1	-1.3	-0.6	0.1	-19.1
21	C=C(C)Cn1c(=O)c2c(nc3n2CC(C)CN3Cc2ccccc2)n(C)c1=O (centres undefined)	-0.1	-3.7	-1.8	8.2	105.8	-5.1	-3.2	3.8	0.6	-0.4
22	Cc1nnc(SCC(=O)NCCN2C(=O)CSC2=O)n1-c1ccccc1	0.1	22.9*	45.0	-1.3	112.9	0.8	3.2	-0.6	1.9	0.0
23	O=C1CCN(CCc2ccccc2)CCN1[C@H](CO)c1ccccc1	2.3	2.4	0.8	/	100.9	-0.7	-2.2	-1.9	-2.0	0.7
24	Cc1ccc(C)c(OCC(=O)NCC(C)C)c1C	0.0	-6.6	4.6	0.5	102.9	-6.5	-0.1	-0.3	-0.5	-2.2

An excerpt from above in order of their number in CAL PDZ FP-2, ascending:
nr	molecule	LANA DNA inh	Cardiac RTF inh	Arr AP2 block	NSD2 inh	Pemphigus Ab inh	Keap1 Nrf2 FP	CAL PDZ FP-1	DAGLB inh	V-ATPase pH	CAL PDZ FP-2
15	Fc1ccc(CNCCC(Cc2ccccc2)c2ccco2)cc1 (centres undefined)	-0.1	-5.5	15.0	-0.2	103.5	-1.7	0.0	-4.3	0.3	-2.2
18	COc1ccc(S(=O)(=O)Nc2ccc(N(C)C(C)=O)cc2)cc1	-1.1	-6.9	4.4	0.9	102.4	-2.9	-4.1	0.8	-4.2	-1.9
17	CC1(C(=O)Nc2ccc(S(=O)(=O)Nc3ncccn3)cc2)CCCC1	2.5	-1.6	4.8	-2.4	89.8	-2.3	-3.0	1.3	0.9	-1.1

Going on with the list.
nr	molecule	LANA DNA inh	Cardiac RTF inh	Arr AP2 block	NSD2 inh	Pemphigus Ab inh	Keap1 Nrf2 FP	CAL PDZ FP-1	DAGLB inh	V-ATPase pH	CAL PDZ FP-2
25	CCCn1c(N)c(C(=O)COC(=O)CCNS(=O)(=O)c2ccccc2F)c(=O)[nH]c1=O	-0.5	-0.4	-6.6	0.1	94.7	6.1	-1.7	4.5	5.5	-2.7
26	CC1(C)CC(=O)C2=C(C1)Nc1ccccc1NC2c1nc2ccccc2[nH]1 (centres undefined)	-0.9	-1.3	4.7	/	98.7	-1.8	/	-1.7	-2.6	-0.4
27	Cc1ccc(NC(=O)CCCC(=O)O)c(Br)c1	-0.4	-0.7	-2.2	0.5	111.9	-3.0	1.3	-0.8	2.1	-0.8
28	CC(=O)NC(Cc1ccc(F)cc1)C(=O)NC1CCN(c2nnnn2-c2ccccc2)CC1 (centres undefined)	-0.8	-0.1	-4.1	/	/	1.2	-0.3	-1.2	9.1	0.1
29	COc1cc(-c2ccc3oc(-c4cccc(C)c4)c(C#CC4(O)CCCCC4)c3c2)cc(OC)c1OC	-0.5	-3.5	9.7	/	102.8	-0.3	-4.0	-10.1	-2.1	-2.6
30	Cc1ccc(S(=O)(=O)N2CCC(=O)N(C(COC(=O)Nc3ccccc3)Cc3ccccc3)CC2)cc1 (centres undefined)	-0.2	2.4	3.9	/	/	-2.4	0.4	-1.2	8.2	-0.8
31	COc1ccc(CCNCCC(=O)Nc2c(C)cc(C)cc2C)cc1OC	0.3	4.0	23.1	16.3	97.3	2.4	/	-1.9	-1.3	-0.5
32	COc1cc(OC)c(NC(=O)CCNS(=O)(=O)c2ccc3c(c2)oc(=O)n3C)cc1Cl	-1.1	-8.2	12.3	-1.3	107.0	-0.2	1.2	2.3	0.0	-1.6
33	CCN1CCN(c2cc(C)c3cc(NC(=S)N4CCN(c5ccc(F)cc5)CC4)ccc3n2)CC1	0.6	-3.2	-5.3	8.6	96.4	-1.6	0.0	2.1	0.1	-2.2
34	COc1ccccc1NS(=O)(=O)c1cc(N)ccc1N1CCCCC1	-0.1	-19.4	7.7	0.6	101.5	-12.4	2.9	1.3	2.8	-2.2
35	CCCC(=O)NCc1nc2ccccc2n1CC(=O)c1ccccc1	1.5	0.2	19.8	0.0	92.2	-1.9	-1.3	-0.1	-4.6	-0.8
36	CCCNC(=O)OCC12CC3CC(CC(C3)C1)C2	-1.3	-3.8	2.1	4.5	99.5	-6.5	-1.2	-6.2	0.4	-0.8
37	COc1ccc2cc(C(=O)N3CCN(C)CC3)[nH]c2c1	0.2	-6.6	18.8	2.8	114.0	5.8	-4.9	-0.1	-2.3	0.6
38	CCCNC(=O)COc1ccc(-c2nn(C)c(=O)c3ccccc23)cc1	-1.1	-2.8	-2.0	-1.1	113.4	-1.4	-4.4	-2.3	-0.4	-0.8
39	O=C(CN1CCN(c2ccc(Cl)cc2[N+](=O)[O-])CC1)N1CCOCC1	-1.3	-4.7	15.4	-0.3	/	0.4	2.2	2.5	-3.9	-0.6
40	CCCC(=O)OC1CCS(=O)(=O)c2sccc21 (centres undefined)	0.1	-2.9	5.5	-1.0	98.7	-2.0	/	-1.2	-1.6	0.6
41	CC(=O)C1=C(C)Nc2ncnn2C1c1ccc(F)cc1 (centres undefined)	-0.6	-1.9	-10.7	1.4	108.9	0.3	-1.5	-2.5	-1.9	-1.2
42	COC(=O)[C@@H](NC(=O)N1CCC(Cc2ccccc2)CC1)C(C)C	1.4	2.5	11.5	-3.8	97.6	-3.1	6.4	-3.8	1.6	-1.8
43	CCC(C)(C)NC(=O)CN(C(=O)c1snc(C(N)=O)c1N)c1ccc(OC)c(OC)c1	-0.6	-5.0	-2.9	0.6	111.5	-0.5	-0.7	-2.2	0.8	-0.7
44	O=C(Nc1ccc(S(=O)(=O)N2CCCC2)cc1)c1cccnc1	0.0	5.8	21.1	1.9	102.5	-0.2	-3.9	-2.0	4.0	-0.1
45	COc1ccc(C(=O)O/N=C2\CCCc3nonc32)cc1	-1.1	-3.5	-6.1	-0.9	97.8	-1.4	-1.9	0.5	0.0	-0.9
46	CCc1nnc(NC(=O)CSc2nc(-c3ccc(OC)cc3)ns2)s1	2.6	-7.1	0.6	-1.7	93.8	-1.3	51.2*	4.2	0.2	-0.3
47	C#CCOCCOCCOCCNc1nc(N2CCN(C(=O)[C@H]([C@@H](C)O)n3cc(CCCCN)nn3)CC2)nc(N2CCN(C(=O)[C@H](C)n3cc(CCC(=O)O)nn3)CC2)n1	-3.3	-13.4	-1.4	/	100.4	-1.8	-0.5	-0.7	2.0	1.4
48	NC(N)=Nc1nc2cc([N+](=O)[O-])ccc2o1	-0.9	-1.1	-4.5	6.1	101.8	-1.3	-1.7	3.0	-1.2	-2.9

Assay outcomes deposited in PubChem by several laboratories.

The list is partial (hit frequency here may not be typical).
